NPR2 activator: GC-B (human) receptor activation; actives 0.11% (n = 370,000); HEK293-GC-B cells, CNP EC30, cGMP TR-FRET; 0% at EC30 CNP, 100% saturating CNP; activation, % at 10 µM; P20594;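 active = activation at 10 µM reaching about 35% in either raw or pattern-adjusted values, limit read from the data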
hcDAF-12 act: H. contortus DAF-12 activation, primary screen. actives 1.4% (n = 370,000). activation, % at 6.8 µM. HEK293 hcDAF-12 lit1-tk-luc reporter, luminescence; 0% DMSO, 100% Δ7-dafachronic acid;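 active = activation above the mean of all tested compounds plus 3 SD, cut at about 5.5% in these data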;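 note: 100% = response to 3 µM Δ7-dafachronic acid high control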
DAX1 inh-1: inhibits human nuclear receptor DAX1. P51843. HEK293 Gal4-DAX1 luciferase reporter, luminescence. inhibition, % at 6.75 µM. actives 0.99% (n = 340,000). AID 504766;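 active = inhibition above the mean over all tested compounds plus 3 SD, cut at about 4.2% in these data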;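 note: 0% = DAX1-transfected cells with DMSO and 100% = empty-vector control cells with DMSO; inhibition shows as a rise in luminescence from relieved DAX1 repression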
DAX1 inh-2: blocks DAX1 repression of SF-1 activated StAR promoter | HEK293T StAR-luciferase reporter, SF-1/DAX-1 repression relief | inhibition, % at 6.8 µM | actives 1.1% (n = 370,000) | AID 652010;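 active = inhibition above the mean over all tested compounds plus 3 SD, cut at about 3.6% in these data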;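 note: 0% = DAX-1 cells with DMSO and 100% = cells lacking DAX-1 with DMSO; higher inhibition means more luminescence from relief of DAX-1 repression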
GC-A act: GC-A (human) enzyme activation; P16066; actives 0.14% (n = 370,000); AID 1671463; activation, % at 10 µM; HEK293 GC-A cells, cGMP TR-FRET, EC30 ANP; 0% at EC30 ANP, 100% saturating ANP; in the data active = activation above about 40%
Target sequence (P16066 whole entry, looked up): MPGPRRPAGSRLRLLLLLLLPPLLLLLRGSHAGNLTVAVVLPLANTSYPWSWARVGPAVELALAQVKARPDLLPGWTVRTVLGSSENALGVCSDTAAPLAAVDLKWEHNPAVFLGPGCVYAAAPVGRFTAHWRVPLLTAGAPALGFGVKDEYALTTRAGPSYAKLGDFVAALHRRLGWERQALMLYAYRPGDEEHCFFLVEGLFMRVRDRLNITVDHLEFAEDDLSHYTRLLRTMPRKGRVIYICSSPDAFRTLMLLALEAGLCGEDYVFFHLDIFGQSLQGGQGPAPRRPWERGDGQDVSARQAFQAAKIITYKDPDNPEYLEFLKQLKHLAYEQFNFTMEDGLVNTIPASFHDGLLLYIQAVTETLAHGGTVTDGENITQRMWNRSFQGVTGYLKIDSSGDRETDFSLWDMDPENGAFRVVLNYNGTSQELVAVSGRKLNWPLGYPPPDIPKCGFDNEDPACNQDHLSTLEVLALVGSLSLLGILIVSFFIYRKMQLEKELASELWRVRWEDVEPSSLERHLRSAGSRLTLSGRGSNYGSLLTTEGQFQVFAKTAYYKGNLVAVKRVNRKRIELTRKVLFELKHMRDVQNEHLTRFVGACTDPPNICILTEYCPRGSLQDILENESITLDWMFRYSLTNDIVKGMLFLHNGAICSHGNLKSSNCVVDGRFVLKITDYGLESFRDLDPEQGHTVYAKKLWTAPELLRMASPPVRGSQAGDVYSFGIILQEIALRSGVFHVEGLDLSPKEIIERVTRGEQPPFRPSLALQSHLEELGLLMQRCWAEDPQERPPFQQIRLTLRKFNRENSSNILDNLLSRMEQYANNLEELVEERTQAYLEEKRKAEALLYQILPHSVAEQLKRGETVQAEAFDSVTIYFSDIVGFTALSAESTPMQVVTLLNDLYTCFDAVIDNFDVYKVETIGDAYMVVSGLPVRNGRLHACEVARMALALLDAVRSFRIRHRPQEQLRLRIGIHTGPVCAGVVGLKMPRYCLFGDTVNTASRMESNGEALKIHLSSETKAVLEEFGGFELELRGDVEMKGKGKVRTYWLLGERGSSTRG
GAA850 FXN act: increases GAA850 frataxin promoter reporter activity; activation, % at 6 µM; AID 540364; HEK293 lucGAA850 FXN promoter luciferase reporter, 24 h; percent of 10 µM SAHA response; actives 0.56% (n = 360,000);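 active = activation above the average of all compounds screened plus 3 SD, cutoff fixed separately per campaign, cut at about 7.5% in these data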;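 note: 0% = DMSO wells and 100% = 10 µM SAHA wells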
ADAM10 inh: inhibits human ADAM10 | O14672 | recombinant ADAM10, EDANS/DABCYL FRET peptide cleavage, 3 h | inhibition, % at 7 µM | actives 0.62% (n = 370,000) | AID 720582;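 active = inhibition above a per-campaign cutoff equal to the mean of compounds falling between control-based bounds plus 3 SD, cut at about 20% in these data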;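 note: 0% = DMSO wells while the 100% control is not disclosed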
hgDAF-12 ag: agonists of H. glycines DAF-12 nuclear receptor; HEK293 GAL4-hgDAF12 UAS-luciferase reporter, agonist luminescence; normalized to butyrate control; activation, % at 6.8 µM; actives 1.8% (n = 370,000);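 active = activation above a cutoff set at the mean of all screened compounds plus 3 SD, cut at about 10% in these data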;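 note: 0% = DMSO wells and 100% = sodium butyrate wells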
sPLA2-III inh: Inhibits HGIII-sPLA2 liposome hydrolysis, primary screen; QFRET BODIPY PC-A2 liposome hydrolysis, fluorescence; Q9NZ20; inhibition, % at 12.2 µM; actives 0.56% (n = 370,000);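 active = inhibition above mean plus 3 SD of compounds lying within the high and low control bounds, cut at about 19% in these data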;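 note: 0% = median of test compound wells and 100% = no enzyme DMSO wells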
SMARCA2 activ: SMARCA2 function activation, primary screen; MG213 cells, MMTV-luciferase reporter, dexamethasone, overnight; activation, % at 9.1 µM; actives 1% (n = 370,000); AID 652017; in the data active = activation above about 7.8%;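 note: 0% = vehicle wells and 100% = reference activator wells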
ssDAF12 agonist: activators of S. stercoralis DAF-12 nuclear receptor; activation, % at 6.8 µM; actives 1% (n = 370,000); HEK293 ssDAF-12/GRIP1 lit1-tk-luc reporter, luminescence; % of 3 µM dafachronic acid response; AID 652126;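 active = activation above the mean over all tested compounds plus 3 SD, cut at about 0.9% in these data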;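 note: 0% = DMSO-only wells and 100% = 3 µM delta7-dafachronic acid wells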
The depositor's hits bear a star; i = inactive; x = no result given.

SMILES	NPR2 activator	hcDAF-12 act	DAX1 inh-1	DAX1 inh-2	GC-A act	GAA850 FXN act	ADAM10 inh	hgDAF-12 ag	sPLA2-III inh	SMARCA2 activ	ssDAF12 agonist
O=C1[C@@H]2[C@H](Cc3ccc(O)cc3)N[C@]3(C(=O)Nc4ccccc43)[C@@H]2C(=O)N1c1ccc(F)cc1	-2	0.6	0.3	0.4	0	1.4	-4	2.0	-37	-4	-0.9
Cc1cccc2cc(CN(Cc3cccs3)C3(c4nnnn4C4CCCC4)CCCC3)c(=O)[nH]c12	-23	-1.2	-0.2	0.7	-22	0.9	0	-0.4	7	0	-1.6
O=C(/C=C/c1ccccc1)OCCN1C(=O)c2ccccc2C1=O	-2	-0.4	2.2	0.2	1	-0.8	-2	-0.2	-4	-5	-0.9
COc1ccc(CN(C)C(=O)c2cc(S(=O)(=O)Nc3ccccc3F)ccc2C)c(OC)c1	5	-0.8	1.1	-1.8	-6	-1.0	-6	-2.7	-9	-3	-1.0
COc1cccc(CN(C(=O)Cc2c[nH]c3ccccc23)C(C(=O)NC2CCCCC2)c2cccs2)c1 (configuration not stated)	-10	-1.8	0.8	0.1	-11	4.7	12	-2.1	-52	-4	-1.3
CC(C)N(Cc1nccn1C)C(=O)c1cc(COc2cccc(C(F)(F)F)c2)on1	1	-2.7	0.7	-0.3	-2	-0.8	2	-1.3	-2	1	-1.7
C[C@H](CO)N1C[C@H](C)[C@H](CN(C)C(=O)Nc2ccccc2)OCc2cnnn2CCCC1=O	1	0.4	0.9	0.2	2	1.2	-12	1.2	4	-4	-1.0
CC(C)N(C(=O)COC(=O)c1ccc(Cl)s1)c1ccccc1	4	0.3	1.0	-0.9	-4	-0.5	-17	0.1	-2	2	-1.3
c1ccc2c(NCC3CCCO3)nc(N3CCCCC3)nc2c1 (configuration not stated)	2	-0.8	-0.5	-0.3	7	3.8	-158	-1.7	-2	1	-1.9
Cc1cccc(N2C(=O)c3cccc4cccc(c34)C2=O)c1	6	-0.2	-1.4	0.2	6	2.5	5	-1.7	10	-3	-1.4
Cc1ncc([N+](=O)[O-])n1CCOC(=O)Nc1ccc([N+](=O)[O-])cc1	1	-1.1	-1.4	-0.6	0	-0.3	-13	-1.4	9	-2	-0.9
Cc1[nH]c2ccc(C(=O)N3CCN(c4ccccc4Cl)CC3)cc2c1C	2	-0.4	0.8	-0.2	3	1.5	8	-0.7	-59	-3	-1.1
C=C(C)C1CC=C(C)/C(=N/NC(=O)c2cccc([N+](=O)[O-])c2)C1 (configuration not stated)	-3	1.1	0.9	-0.4	-1	0.3	13	4.1	-2	2	-1.0
CSc1ccccc1OCc1cc(C(=O)NCCC2=CCCCC2)no1	-2	-1.1	-0.2	0.4	-6	-1.2	3	-0.9	1	6	0.6
O=C(CNCC1CCCO1)Nc1ccccc1N1CCCCCC1 (configuration not stated)	-4	-2.3	1.0	-0.5	-3	2.8	3	1.2	4	1	-0.8
C=CCn1c(SCc2ccc(C#N)cc2)nnc1-c1ccco1	0	0.1	x	-0.7	-5	x	0	2.4	2	-4	-0.9
Cc1ccc(-n2c(C)cc(C(=O)COC(=O)C3=NNC(=O)CC3)c2C)cc1	1	-2.5	-0.6	0.2	10	-8.3	5	-4.2	-12	-3	-0.8
CC12CCC(=O)N1C(C(=O)NNC(=O)COc1ccccc1F)CS2 (configuration not stated)	-1	1.9	0.5	1.9	2	1.1	-18	-0.5	14	0	-1.4
COc1cccc(NC(=O)C2C(c3ccccc3)C2(Cl)Cl)c1 (configuration not stated)	-4	-1.3	-1.1	-0.2	-2	-0.3	20*	1.1	-20	-2	-1.2
Cc1ccc(C(C)(C)C)cc1S(=O)(=O)Nc1ncnc2sccc12	2	-0.3	0.8	-0.1	3	0.7	-15	1.8	-2	0	-1.6
CCCc1ccc(OCC(=O)Nc2cc(S(=O)(=O)CC)ccc2O)cc1	0	-1.4	1.3	0.4	2	0.6	15	-0.8	-24	-3	-1.5
COc1ccc(CN(C)C(=O)CNC(=O)Cc2cccc3ccccc23)c(OC)c1OC	4	-3.1	-0.6	-1.5	6	-0.2	-13	-3.1	4	-3	-1.6
COc1ccc(CN(C)CCCn2cnc3c(OC)ncnc32)cc1OC	-1	-2.3	1.2	-0.2	3	-0.3	-15	0.6	15	-3	-0.9
O=C1NC2=C(C(=O)CCC2)C(c2ccccc2Cl)N1 (configuration not stated)	0	-0.3	-4.5	-0.7	2	-0.3	-3	2.0	3	-4	-1.2
N#C/C(=C(/O)COC(=O)CCCNC(=O)c1ccc(Cl)cc1)c1nc2ccccc2[nH]1	-5	1.4	-0.5	-0.5	6	3.9	-3	-2.3	-13	-1	-0.2
CCc1nnc(N/N=C/c2c(C)[nH]c3ccccc23)n1N	-9	-3.6	-4.2	-5.8	-29	-0.4	3	-14	6	-14	-2.3
COc1ccc(Cn2nnnc2CN2CCOCC2)cc1	4	0.1	0.4	0.2	1	0.9	-4	0.4	-1	-2	-0.8
CCOC(=O)c1c(NC(=O)C2C3C=CC(C3)C2C(=O)O)sc2c1CC(C)CC2 (configuration not stated)	1	0.7	0.5	0.0	-5	0.9	-22	-0.3	-14	-5	-0.7
Cn1nnnc1SCC(=O)Nc1ccccc1Cc1ccccc1	10	-1.4	-0.6	0.3	-2	1.5	8	-0.9	5	0	-0.8
CCc1nnc(NC(=O)Cc2ccc(OC)c(S(=O)(=O)N3CCOCC3)c2)s1	3	-1.4	3.6	-0.1	1	-1.0	-12	1.3	0	-1	-0.8
COC[C@H]1CCCN1c1cccc2c1S(=O)(=O)N1CC[C@@H](C1)O2	5	-0.2	x	-0.8	0	x	1	0.4	-3	2	-0.8
COc1ccc(-c2cc(-c3ccccc3)nc(SCC(=O)Nc3nccs3)c2C#N)cc1	-5	3.3	-0.1	-0.2	-4	3.0	3	2.5	-3	-1	-1.1
N/C(=N\OC(=O)c1ccc(Br)o1)c1ccccn1	-2	8.3*	1.1	9.4*	2	3.6	-5	10	-4	4	0.7
Cc1ccc(-c2csc(NC(=O)N3CCOCC3)n2)cc1	-3	-2.5	-1.5	-1.3	8	1.6	6	-2.7	2	-3	-2.0
CCC(=O)N(C)C[C@H]1Oc2cc(-c3cccnc3)ccc2S(=O)(=O)N([C@H](C)CO)C[C@H]1C	2	-0.3	1.8	0.8	0	-0.2	-5	0.8	1	-5	-1.8
COC(=O)C(Cc1ccccc1)NC(=O)CSc1nc(N)cc(=O)[nH]1 (configuration not stated)	2	0.0	1.0	-0.3	4	0.1	-2	-0.8	-3	1	-0.6
CC(=O)Oc1ccc(C(=O)Nc2cc(NC(=O)c3ccc(OC(C)=O)cc3)cc(C(=O)NC(C)(C)C)c2)cc1	-1	0.1	-0.5	0.0	-6	0.9	-2	0.1	-19	-4	-1.5
O=C1CCCC(=O)N1c1ccc(O)cc1	2	-0.9	1.1	-0.4	4	1.7	5	-0.3	0	1	-1.9
Cc1ncc(CO)c2cc(C(N)=O)c(=Nc3ccccc3)oc12	0	-1.1	0.3	1.4	27	2.4	-21	2.1	2	2	-1.0
Cc1ccc(C)c(Cn2c(CO)nc3ccccc32)c1	-7	-0.8	0.9	-0.4	-7	-0.2	11	0.1	5	2	-1.6
COCC1CCCCN1C(=O)c1ccc(OC2CCN(Cc3ccccn3)CC2)cc1 (configuration not stated)	4	-0.6	0.0	-0.2	-2	-0.7	-10	-0.5	0	-1	-1.1
Cc1ccc(C(=O)N2CCCC(CCC(=O)N3CCN(c4ccccn4)CC3)C2)cc1C (configuration not stated)	1	-3.7	-0.7	-1.0	-1	-3.0	-17	-3.6	-3	-3	-2.0
Cc1cc(C)cc(N2CC(C(=O)O)CC2=O)c1 (configuration not stated)	1	-1.2	0.4	0.1	2	-1.8	-3	2.0	-1	1	-0.9
Cc1cccc(C(=O)NC2CCN(CC(=O)Nc3ccccc3Cl)CC2)c1	2	0.4	0.9	0.0	0	2.4	-3	-2.2	5	-4	-0.7
O=C(COc1ccccc1Cl)N(Cc1ccco1)C1CCS(=O)(=O)C1 (configuration not stated)	-2	0.2	0.0	0.2	-3	0.9	-4	-3.0	-6	-1	-2.1
Cc1ccc(NC(=O)CSc2nnc(NC(=O)C(C)C)s2)c(C)c1	1	0.3	0.5	-2.8	4	0.0	5	1.8	6	-1	-1.2
COc1nc(-c2cccc([N+](=O)[O-])c2)nc2ccccc12	8	1.3	x	0.2	1	-0.8	-3	1.1	2	-3	-1.1
O=C1c2ccccc2C(=O)N1OCCCN1C(=O)c2ccccc2S1(=O)=O	-4	0.6	0.6	0.0	-1	-0.1	-4	-1.9	5	0	-1.5
O=C(NNC(=O)c1ccccc1F)c1ccc2[nH]c(=O)c(=O)[nH]c2c1	-3	2.8	0.5	-0.1	1	2.2	-37	2.0	-1	1	0.5
C[C@]12C=CC(=O)C=C1CC[C@H]1[C@@H]3C[C@@H](O)[C@](O)(C(=O)CO)[C@@]3(C)C[C@H](O)[C@@]12F	1	-0.9	0.4	2.8	4	-1.0	-9	-4.7	1	-3	-1.6
Cc1oc2c(CN3CCCCC3)c(O)ccc2c(=O)c1-c1ccc(Cl)cc1	1	1.8	1.6	0.0	-1	2.0	i	-2.1	3	-4	-0.6
CN(c1ncnc(N)c1[N+](=O)[O-])C1CCCCC1	2	-3.8	0.1	-2.8	3	-7.7	0	1.3	10	-3	-1.8
CSc1ncccc1C(=O)OCC(=O)NC(C)(C)C	4	-0.4	0.2	0.2	1	0.9	-10	0.2	5	-3	-0.2
O=C(Nc1ccccc1)C1=C(O)CC(c2ccco2)CC1=Nc1ccccc1 (configuration not stated)	-4	-1.6	0.4	-0.1	-6	3.5	-14	-1.0	7	-2	-1.4
COC[C@H]1O[C@]2(c3ccccc3)CO[C@H]1[C@@H](/C=C/c1ccccc1)C2	-4	-0.9	x	-0.3	1	x	3	-0.5	8	-3	-1.0
Cc1ccc(S(=O)(=O)N2CCN(C(=O)N(C)C)CC2)cc1C	-5	-1.2	0.1	-0.1	1	-1.6	-3	-0.7	1	-2	-1.2
COc1ccc(OC)c(N/C=C2/CCCCC2=O)c1	-1	-1.4	-0.4	-0.3	2	2.3	-7	-2.9	2	-1	-0.9
Cc1nnc(SCCn2c(N(C)Cc3ccccc3)nc3c2c(=O)n(C)c(=O)n3C)s1	2	0.2	0.5	-0.2	2	2.0	-3	-1.7	0	0	-1.4
Cc1ccc(C(=O)Nc2ccncc2)cc1[N+](=O)[O-]	3	-2.0	0.2	-0.5	-6	-0.7	-9	-0.8	3	-3	-1.9
COCCNC(=O)c1cc(S(=O)(=O)N2CCC3(CC2)OCCO3)ccc1F	5	-1.0	0.9	-0.6	-2	-1.6	-16	1.6	-1	-2	-1.0

Not a hit list; 6.6% or so of the library scored in one or more.
